OXTR potentiate – human OXTR potentiators, primary screen, fluorescence, CHO-OTR cells, Fluo-8 calcium | Oxytocin receptor (Homo sapiens), P30559 | Fluo-8 calcium fluorescence, potentiator mode; 0% = oxytocin EC15, 100% = EC100 | activation, % at 3 µM | 320,000 tested, 0.061% active | AID 2445, 2010;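 active = activation above that plate's cutoff, the mean activation of tested compounds plus 3 SD, cut at about 6.6% in these data, passing the limit was not always enough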;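 also: 100% uses oxytocin at 75 nM as the full agonist control; some results filed as inactive read as strong as hits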
Target sequence (P30559 whole entry, looked up): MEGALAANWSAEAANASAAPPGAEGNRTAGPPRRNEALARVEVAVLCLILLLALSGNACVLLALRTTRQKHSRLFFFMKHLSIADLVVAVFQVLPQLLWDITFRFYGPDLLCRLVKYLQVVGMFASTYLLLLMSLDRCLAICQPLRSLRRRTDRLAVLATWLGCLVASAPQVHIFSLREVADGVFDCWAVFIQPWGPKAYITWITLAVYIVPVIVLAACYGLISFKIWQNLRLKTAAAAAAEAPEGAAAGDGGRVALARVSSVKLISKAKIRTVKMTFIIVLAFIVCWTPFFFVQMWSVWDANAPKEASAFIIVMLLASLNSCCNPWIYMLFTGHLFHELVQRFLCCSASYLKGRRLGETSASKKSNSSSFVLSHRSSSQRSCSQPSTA
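Assay system: CHO cell line stably expressing human OTR. Reagent: EC15 oxytocin agonist. Dosing: single dose, 3.0 µM nominal final compound concentration. Timing: compound 6 min at room temperature before oxytocin, 100 s read. Signal: kinetic Fluo-8 calcium fluorescence. Controls: oxytocin EC15 low and EC100 high.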
OXTR agonist – human OXTR agonists, primary screen, fluorescence, CHO-OTR cells, Fluo-8 calcium | Fluo-8 calcium fluorescence; normalized: DMSO 0%, oxytocin 100% | activation, % at 3 µM | 320,000 tested, 0.32% active | AID 2435, 2010;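 active = activation above the mean of all tested compounds plus 3 SD, cutoff set per screening run, cut at about 20% in these data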;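 also: peak over basal fluorescence ratio from a 100 s FLIPR kinetic read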
MEKK2 mut-MEK5 – MEK5 binding signal on mutant MEKK2 PB1, primary screen, biochemical, multiplex bead flow cytometry, Alexa488-MEK5; Alexa488-MEK5 binding to MEKK2 mutant; percent response, % at 10 µM; 290,000 tested, 0.35% active; in the data active = percent response above about 24%, passing the limit was not always enough; also: inactives centre near 1; some results filed as inactive read as strong as hits
PfM18AAP inh – PfM18AAP inhibitors, malaria aminopeptidase, primary screen, biochemical, QFRET, recombinant enzyme. M18 aspartyl aminopeptidase (Plasmodium falciparum 3D7). H-Glu-NHMec fluorogenic cleavage. inhibition, % at 7.35 µM. 290,000 tested, 1.2% active. AID 1822, 2009;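 active = inhibition above the campaign mean inhibition over all tested compounds plus 3 SD, cut at about 28% in these data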;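 also: 0% = plate median of test compound wells and 100% = 2 mM ZnCl2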
GPR7 antagonist – GPR7 receptor antagonists, primary screen, cell-based, fluorescence, single concentration; 290,000 tested, 1.1% active; GPR7-expressing cells, fluorescence antagonist assay; inhibition, % at 4.4 µM; AID 1861, 2009; in the data active = inhibition above about 16%, passing the limit was not always enough;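 also: cells stimulated with the agonist NPW; 0% = agonist with vehicle and 100% = vehicle without agonist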
Target sequence (P48145 whole entry, looked up): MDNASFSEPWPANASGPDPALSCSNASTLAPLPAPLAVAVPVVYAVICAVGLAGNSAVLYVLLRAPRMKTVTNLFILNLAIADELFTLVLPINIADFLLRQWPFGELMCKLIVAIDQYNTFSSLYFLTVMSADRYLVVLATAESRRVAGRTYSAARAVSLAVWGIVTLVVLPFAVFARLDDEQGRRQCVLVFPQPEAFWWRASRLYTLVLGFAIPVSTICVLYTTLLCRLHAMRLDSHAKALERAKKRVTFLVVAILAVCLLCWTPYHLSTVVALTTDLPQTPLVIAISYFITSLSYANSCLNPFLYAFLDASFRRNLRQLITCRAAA
MEKK2 WT-MEK5 – modulators of MEK5 binding to wildtype MEKK2, primary screen, biochemical, multiplex bead flow cytometry, Alexa488-MEK5; binding response (% of control), % at 10 µM; 290,000 tested, 1.1% active; Mitogen-activated protein kinase kinase kinase 2 (Homo sapiens), Q9Y2U5; AID 1531, 2009; Alexa488-MEK5 binding to MEKK2 WT; actives lie on both sides; in the data active = binding response below about 67% or above about 130%
GalR3 antagonist – GalR3 antagonists in HEK293 cells, primary screen, cell-based, fluorescence readout; Galanin receptor type 3 (Homo sapiens), O60755; HEK293 GalR3-CNG cAMP membrane potential fluorescence; galR3 body fused to GalR1 C-terminus; inhibition, % at 3 µM; 360,000 tested, 0.44% active;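 active = inhibition above the screen-wide average plus 3 SD, cut at about 13% in these data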;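 also: forskolin and galanin both at EC90 stimulate the cells; cAMP rise reported by CNG channel membrane potential dye signal; 0% = forskolin plus galanin with DMSO and 100% = forskolin alone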
Target sequence (O60755 1-299 limits assumed): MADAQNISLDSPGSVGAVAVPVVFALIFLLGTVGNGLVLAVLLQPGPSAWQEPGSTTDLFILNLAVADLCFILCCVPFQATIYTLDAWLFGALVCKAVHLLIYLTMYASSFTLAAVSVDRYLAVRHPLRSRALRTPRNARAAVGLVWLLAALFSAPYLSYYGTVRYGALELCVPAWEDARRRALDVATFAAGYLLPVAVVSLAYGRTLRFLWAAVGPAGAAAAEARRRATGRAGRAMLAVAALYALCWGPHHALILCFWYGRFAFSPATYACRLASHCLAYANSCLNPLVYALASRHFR
NALP1 inh – NALP1 inflammasome inhibitors in reconstituted yeast, colorimetric, S. cerevisiae, triplicate retest; S. cerevisiae NALP1/ASC/caspase-1 growth, X-gal OD620, 72 h; inhibition, % at 10 µM; 280,000 tested, 0.61% active; in the data active = inhibition mostly above about 24%, no sharp cut-off; inactive = mostly below about 32%; also: some compounds called inactive have numbers as strong as hits
V1aR counter – agonists of human V1a receptor, primary screen, counter-screen for OXTR agonist project, fluorescence, CHO-V1R cells | AID 2797, 2010 | activation, % at 3 µM | 320,000 tested, 0.25% active | Fluo-8 calcium fluorescence, agonist mode; 0% DMSO, 100% 3 nM vasopressin | Vasopressin V1a receptor (Homo sapiens), P37288;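 active = activation above the mean activation of all tested compounds plus 3 SD, per screening run, cut at about 20% in these data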;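 also: signal is peak over basal fluorescence ratio across a 100 second FLIPR read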
* hit, by the source's call; . = not tested or not shown.

SMILES | OXTR potentiate | OXTR agonist | MEKK2 mut-MEK5 | PfM18AAP inh | GPR7 antagonist | MEKK2 WT-MEK5 | GalR3 antagonist | NALP1 inh | V1aR counter
COc1ccc(OC)c(S(=O)(=O)N2CCCC(C(=O)N3CCCC3)C2)c1 (configuration not stated) | -6 | -0.2 | -6 | 10 | -10 | 89 | 0 | -10 | -0.8
O=C1C(Cl)=C(N2CCCCCC2)C(=O)N1c1ccccc1Cl | -15 | -2.5 | 0 | -4 | -5 | 91 | -9 | 10 | 0.1
CCOC(=O)N1CCN(C(=O)c2cccc(NS(=O)(=O)c3ccc(F)c(F)c3)c2)CC1 | -1 | 0.4 | 0 | 1 | -8 | 96 | -6 | 29 | -0.4
Cc1ccc(S(=O)(=O)N(CCC(=O)O)Cc2ccc(Cl)cc2)cc1 | -1 | 3.0 | -6 | 4 | -1 | 98 | 3 | -2 | 0.7
O=C(/C=C/c1ccccc1)NC1CC2CCCC(C1)N2Cc1ccccc1 (configuration not stated) | -12 | -0.5 | 7 | -2 | 6 | 111 | . | . | 0.3
Nc1ncnc2c1ncn2CCN1CCOCC1 | -15 | 1.9 | 7 | 5 | -15 | 109 | 1 | 19 | -0.1
CCN(c1ccccc1)S(=O)(=O)c1ccc(C(=O)Nc2ccccc2OC)cc1 | -2 | -1.6 | . | . | . | . | -6 | . | 0.7
CC(C)NC(=O)NNc1c(Cl)cncc1Cl | -4 | 1.1 | 1 | -10 | -8 | 94 | -5 | . | 0.4
Cc1cc(C)c2c(N)c(C(=O)Nc3nccs3)sc2n1 | 4 | -0.7 | 1 | 11 | -12 | 98 | -4 | -8 | -0.3
CCCCC(=O)NC(=S)Nc1ccccc1C(=O)Nc1ccccc1 | 0 | -0.7 | 5 | 10 | 1 | 105 | -4 | -4 | 0.1
c1ccc2nc(-c3nccs3)ccc2c1 | -13 | -2.4 | 2 | -1 | -4 | 100 | -4 | -5 | -0.1
Cc1cccc(Cn2c(N3CCN(C)CC3)nc3c2c(=O)[nH]c(=O)n3C)c1 | -3 | 0.4 | 0 | 0 | -8 | 100 | -10 | 10 | 0.7
COc1ccc(C(=O)COC(=O)c2cc(C)no2)c(OC)c1 | -3 | -1.1 | . | . | . | . | -5 | . | -0.1
CCOc1ccccc1CSc1nc2ccccc2[nH]1 | -7 | -2.9 | 5 | -4 | -11 | 99 | 5 | . | -0.4
CN1C(=O)SC(Nc2ccccc2C(=O)O)C1=O (configuration not stated) | -5 | 0.5 | 0 | 2 | -7 | 98 | -4 | 12 | -0.2
Cc1ccc2oc(=O)n(CCCOc3ccccc3)c2c1 | -10 | -2.0 | 4 | -4 | -1 | 121 | 0 | 22 | -1.6
COc1cc(C(=O)Nc2nnc(SCC(=O)NCC3CCCO3)s2)cc(OC)c1OC (configuration not stated) | -6 | -0.3 | 4 | -11 | 0 | 107 | 2 | 11 | 0.5
COc1cc(CN2CCNC(=O)C2CC(=O)NC2CCCC2)cc(OC)c1 (configuration not stated) | -7 | -1.1 | -11 | 1 | 5 | 88 | -2 | 1 | -0.4
OCC1(Cc2ccccc2C(F)(F)F)CCN(Cc2ccncc2)CC1 | -13 | 4.5 | 8 | -5 | -4 | 102 | 2 | -15 | 1.8
C/C(CC(=O)Nc1ccc(N(C)C)cc1)=N\NC(=O)C(=O)NCc1ccccc1 | -2 | -2.4 | 5 | 15 | -19 | 99 | 2 | -3 | -1.7
O=C(CCSc1ccc(Cl)cc1)NC1CCCCC1 | -2 | -2.2 | . | 0 | 6 | . | -8 | 10 | -0.1
O=C1CCCC/C1=C\Nc1ccc(S(=O)(=O)Nc2cnc3ccccc3n2)cc1 | -3 | 1.6 | -6 | 7 | -7 | 96 | 12 | 12 | 0.6
COCCN(C(=O)COC(=O)CCC1CCCC1)c1c(N)n(Cc2ccccc2)c(=O)[nH]c1=O | -2 | 1.3 | . | . | . | . | 2 | . | 0.3
c1ccc(CSc2ncnc3c2cnn3Cc2ccccc2)cc1 | -4 | -0.3 | -3 | -1 | 1 | 94 | -7 | -5 | 0.9
CCOC(=O)N1CCN(S(=O)(=O)N2CCCC(C(=O)NCCc3ccc(OCC)c(OCC)c3)C2)CC1 (configuration not stated) | 0 | -1.8 | 9 | 2 | -16 | 100 | 3 | 7 | 0.2

Structures from the list above that contain an NH in an aromatic ring (3):
SMILES | OXTR potentiate | OXTR agonist | MEKK2 mut-MEK5 | PfM18AAP inh | GPR7 antagonist | MEKK2 WT-MEK5 | GalR3 antagonist | NALP1 inh | V1aR counter
Cc1cccc(Cn2c(N3CCN(C)CC3)nc3c2c(=O)[nH]c(=O)n3C)c1 | -3 | 0.4 | 0 | 0 | -8 | 100 | -10 | 10 | 0.7
CCOc1ccccc1CSc1nc2ccccc2[nH]1 | -7 | -2.9 | 5 | -4 | -11 | 99 | 5 | . | -0.4
COCCN(C(=O)COC(=O)CCC1CCCC1)c1c(N)n(Cc2ccccc2)c(=O)[nH]c1=O | -2 | 1.3 | . | . | . | . | 2 | . | 0.3

Next structures follow:
SMILES | OXTR potentiate | OXTR agonist | MEKK2 mut-MEK5 | PfM18AAP inh | GPR7 antagonist | MEKK2 WT-MEK5 | GalR3 antagonist | NALP1 inh | V1aR counter
COc1ccc(CSc2nnc(C)n2N)cc1 | -4 | -0.3 | 0 | -7 | -11 | 102 | -1 | -17 | 0.1
CC(=O)N1CCN(Cc2nc3scc(-c4ccccc4)c3c(=O)[nH]2)CC1 | 2 | 0.4 | -3 | -2 | -8 | 95 | 0 | -8 | 4.8
CCOC(=O)C1CCN(C(=O)C(=O)c2cn(CC(=O)N3CCCCCC3)c3ccccc23)CC1 | -4 | 0.0 | -10 | 10 | -16 | 74 | -1 | 2 | 2.3
Cc1c(C(=O)NN2CCN(C)CC2)cccc1[N+](=O)[O-] | 2 | 0.3 | 0 | 8 | 3 | 96 | -2 | 3 | 1.3
Cc1cc(C)n(C(=O)CCCCCC(=O)n2nc(C)cc2C)n1 | 1 | -1.2 | 2 | 6 | -8 | 102 | 3 | 14 | -1.2
Cc1ccc(S(N)(=O)=O)cc1NC(=O)C(c1ccccc1)c1ccccc1 | -11 | -1.7 | 2 | 4 | -8 | 101 | -6 | -10 | -1.2
COCCNC(=O)c1ccc2c(=O)n(Cc3ccco3)c(SCC(=O)NC3CCCC3)nc2c1 | -3 | -1.8 | -3 | 1 | -4 | 100 | -5 | 33 | -0.1
Cc1ccc2cccc(OC(=O)/C=C\c3ccccc3)c2n1 | -7 | 0.2 | 7 | -5 | -7 | 101 | 2 | -2 | 0.4
CC(C)(C)c1cc(CCC(=O)Nc2ccncc2)cc(C(C)(C)C)c1O | -9 | -1.9 | 4 | 0 | -26 | 105 | 4 | 14 | -1.2
CN(C)S(=O)(=O)Oc1ccsc1C(=O)Nc1ccc(Cl)c(Cl)c1 | -20 | -0.9 | -7 | -2 | 28* | 95 | -3 | 9 | 2.3
Cc1ccc(C)c(S(=O)(=O)NC(C)C(=O)NCc2ccccn2)c1 (configuration not stated) | -8 | -0.7 | 5 | -1 | 0 | 108 | -5 | -7 | 1.2
Cc1ccc(CN(C(=O)c2c(F)cccc2F)C2CC(C)(C)NC(C)(C)C2)o1 | 4 | 0.1 | . | 5 | 25* | . | -7 | 18 | 0.7
CN1C(=O)c2ccccc2OC1(C)Cc1ccccc1 (configuration not stated) | -2 | -1.7 | 5 | 7 | 1 | 106 | -4 | 39 | -0.7
COCC(C)NC(=O)c1ccc(N(C)C)cc1 (configuration not stated) | -3 | 0.9 | 7 | -5 | -3 | 101 | -3 | 7 | 0.3
Cc1ccc(OCCNC(=O)c2ccc(C)cc2)cc1 | -1 | -1.3 | 11 | 4 | 5 | 107 | -11 | 16 | -0.5
Cc1ccc(/C=N\Nc2cn[nH]c(=O)c2Cl)cc1 | -1 | -1.6 | 3 | 4 | -11 | 102 | -10 | 17 | -0.8
Cc1cc(=O)[nH]c2c3ccccc3nn12 | -12 | 0.1 | -1 | -2 | -12 | 102 | -10 | 1 | -0.1
COc1cc(/C=N/Nc2nc3ccccc3[nH]2)ccc1O | -8 | -0.2 | -1 | 11 | -12 | 101 | 2 | -8 | -0.3
CCCC[C@@H]1CNC(=S)N1CCc1cccc(F)c1 | 4 | -1.0 | 4 | -1 | -11 | 101 | -4 | -8 | -0.7
CN(CC(=O)Nc1ccc(Cl)cc1)C(=O)Cc1c(F)cccc1Cl | -3 | 0.3 | 6 | 0 | 2 | 102 | 2 | -4 | 3.2
CCCn1c(SCC(=O)NCc2ccccc2)nnc1-c1ccncc1 | -4 | 2.0 | 0 | -6 | -5 | 99 | -4 | 26 | 0.9
CC(C)(C)c1ccccc1NC(=S)NC1CCCCC1 | -9 | -2.1 | -6 | -20 | -2 | 86 | -2 | 8 | -1.7
Cc1ccc(S(=O)(=O)Cc2ccc(C(=O)N3CCN(c4cccc(C)c4C)CC3)o2)cc1 | -7 | -0.4 | -1 | 4 | 6 | 97 | . | -2 | 1.2
O=C(NCc1ccccc1)C(c1cccnc1)N(Cc1ccco1)C(=O)c1ccccn1 (configuration not stated) | -8 | 0.1 | 6 | -5 | -4 | 111 | -5 | 2 | -0.3
Cc1nnc(SCC(=O)N(C)c2ccccc2)n1Cc1ccccc1 | -3 | -0.1 | -7 | 3 | -9 | 96 | 7 | 3 | 0.8

Other records follow.
SMILES | OXTR potentiate | OXTR agonist | MEKK2 mut-MEK5 | PfM18AAP inh | GPR7 antagonist | MEKK2 WT-MEK5 | GalR3 antagonist | NALP1 inh | V1aR counter
COc1ccc(CN2CCN(c3nc4ccccc4s3)CC2)cc1 | . | . | -1 | -5 | 2 | 102 | -9 | 9 | .
O=C(NCc1cccnc1)C1CCN(S(=O)(=O)c2cc(Cl)ccc2Cl)CC1 | -7 | 7.3 | 2 | -4 | -3 | 106 | -8 | 29 | 6.1
O=C(COc1ccc2ccccc2c1)Nc1ccc(Cc2ccncc2)cc1 | -12 | 11 | -4 | 2 | -3 | 94 | -7 | 5 | 7.2
COC(=O)c1ccccc1NC(=O)CSc1ncn[nH]1 | 1 | 0.2 | -21 | 17 | -4 | 95 | -1 | . | -0.7
Cc1[nH]c2ccccc2c1Cc1n[nH]c(=S)n1C | -10 | 4.4 | 12 | 13 | -7 | 94 | -4 | 17 | 1.3
O=C(Cc1cccs1)NCCN1CCOCC1 | 1 | -0.2 | -1 | 0 | -10 | 92 | -2 | 5 | 0.3
CC(C1CC1)N(Cc1ccccc1)C(=S)Nc1cccc(C(F)(F)F)c1 (configuration not stated) | -6 | -2.2 | -1 | -10 | -10 | 104 | 1 | 44 | 0.6
COc1ccc(CCNC2CC(=O)N(CCc3ccccc3)C2=O)cc1OC (configuration not stated) | -5 | 0.6 | 2 | -151 | 0 | 102 | -4 | 12 | 0.9

Looked up above:
COc1ccc(CN2CCN(c3nc4ccccc4s3)CC2)cc1 in NALP1 inh: 9
CC(C1CC1)N(Cc1ccccc1)C(=S)Nc1cccc(C(F)(F)F)c1 (configuration not stated) in GalR3 antagonist: 1

Screens from PubChem BioAssay.
